Screening results (PubChem)
PP1 counter – PP1-alpha phosphatase inhibitors, primary screen, counter-screen for PP5 inhibitor project, biochemical, fluorescence, OMFP substrate, single point; Serine/threonine-protein phosphatase PP1-alpha catalytic subunit (Homo sapiens), P62136; 320,000 tested, 0.9% active; inhibition, % at 6.7 µM; purified PP1alpha;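 active means inhibition above the mean inhibition of all tested compounds plus 3 SD, computed separately for each screening campaign, cut at about 15% in these data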
Target sequence (P62136 whole entry, looked up): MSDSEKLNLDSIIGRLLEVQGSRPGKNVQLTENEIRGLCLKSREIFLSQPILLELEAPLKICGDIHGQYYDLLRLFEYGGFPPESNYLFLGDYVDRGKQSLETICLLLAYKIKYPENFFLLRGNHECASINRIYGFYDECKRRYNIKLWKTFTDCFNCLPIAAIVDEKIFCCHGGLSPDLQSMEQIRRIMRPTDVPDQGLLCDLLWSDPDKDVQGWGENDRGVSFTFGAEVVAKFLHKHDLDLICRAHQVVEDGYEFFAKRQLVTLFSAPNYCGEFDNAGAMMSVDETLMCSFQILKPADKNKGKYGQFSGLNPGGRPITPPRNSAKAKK
Efflux pump inh – inhibitors of Candida efflux pumps in yeast, primary screen, S. cerevisiae, Nile Red, multiplex; AID 485275, 2010; S. cerevisiae Candida pump triplex; inhibition, % at 10 µM; 330,000 tested, 0.44% active;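 active means plate passing quality check with inhibition over a set limit, or well fluorescence over plate mean plus 4 SD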;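 further: Nile Red retained in pooled yeast measured as flow cytometry median fluorescence; 0% = buffer negative control and 100% = Enniatin B positive control; higher means more Nile Red kept so more efflux inhibition; some compounds called inactive have numbers as strong as hits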
PP5 inh – PP5 phosphatase inhibitors, primary screen, biochemical, fluorescence; Serine/threonine-protein phosphatase 5 (Homo sapiens), P53041; purified PP5c, OMFP substrate fluorescence; inhibition, % at 6.7 µM; 320,000 tested, 0.18% active; AID 1987, 2009;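 active means inhibition above the campaign's mean inhibition across all tested compounds plus 3 SD, cut at about 9.5% in these data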;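 further: 0% = DMSO only and 100% = 100 µM cantharidin control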
Target sequence (P53041 whole entry, looked up): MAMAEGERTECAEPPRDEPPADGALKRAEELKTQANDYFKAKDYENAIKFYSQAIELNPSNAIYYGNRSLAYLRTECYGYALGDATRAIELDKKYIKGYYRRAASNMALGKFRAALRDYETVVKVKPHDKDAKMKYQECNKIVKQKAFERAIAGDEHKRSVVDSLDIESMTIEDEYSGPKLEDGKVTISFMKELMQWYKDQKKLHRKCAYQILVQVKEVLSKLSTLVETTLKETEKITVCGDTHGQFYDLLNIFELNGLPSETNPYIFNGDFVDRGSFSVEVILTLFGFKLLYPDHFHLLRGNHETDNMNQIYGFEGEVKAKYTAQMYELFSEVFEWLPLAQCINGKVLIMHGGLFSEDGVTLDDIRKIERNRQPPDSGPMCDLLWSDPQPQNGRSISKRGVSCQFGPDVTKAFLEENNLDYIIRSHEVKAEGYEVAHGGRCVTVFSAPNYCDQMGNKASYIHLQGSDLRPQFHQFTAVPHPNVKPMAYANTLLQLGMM
HCV core dimer – inhibitors of HCV core protein dimerization, primary screen, biochemical, TR-FRET, high-throughput. TR-FRET GST/Flag-core106 dimerization, 1536-well. 300,000 tested, 0.33% active. inhibition, % at 5 µM;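 active means inhibition above the mean of all tested compounds plus 3 SD, set per screening campaign, cut at about 45% in these data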
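Test system: GST/Flag-tagged HCV core106 proteins; Medium: KF-containing HEPES buffer, pH 7.45, DTT, CHAPS, BSA; Times: compound-protein-antibody incubation 4 h at 22.5 °C; Detection: TR-FRET 671 and 617 nm emission; Benchmarks: wells lacking GST-core106 and wells with excess unlabelled core106.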
GASC-1 inh – inhibitors of GASC-1 histone demethylase, primary screen, biochemical, fluorescence, DELFIA europium; Lysine-specific demethylase 4C (Homo sapiens), Q9H3R0; GST-JMJD2C(1-420) H3K9me3 demethylation; inhibition, % at 2.35 µM; 330,000 tested, 0.069% active;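 active means more than half of a compound's replicate wells show inhibition beyond 50%, single wells judged on their own value; inconclusive means some, but no more than half, of replicates pass 50% inhibition; inactive means no replicate passes 50% inhibition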;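 further: signal counts dimethyl H3K9 product captured on neutravidin plate; 0% = median of DMSO wells and 100% = 0.3 times that DMSO median; strong numbers were not always called active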
PREPL inhibitor – PREPL enzyme inhibitors, primary screen, biochemical, fluorescence polarization. Prolyl endopeptidase-like (Homo sapiens), Q4J6C6. recombinant PREPL, fluorescence polarization activity-based probe. inhibition, % at 5.96 µM. 320,000 tested, 0.68% active. AID 2751, 2010; in the data active means inhibition above about 43%;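 further: 0% = enzyme with DMSO and 100% = wells lacking enzyme; many of its hits are not listed in these tables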
CTSL1 counter – Fasciola hepatica cathepsin L1 inhibitors, primary screen, counter-screen for PFM18AAP inhibitor project, biochemical, QFRET, fluorogenic peptide substrate; recombinant F. hepatica cathepsin L1, Z-Leu-Arg-MCA fluorescence; inhibition, % at 5.96 µM; 300,000 tested, 0.49% active;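 active means inhibition above the mean of all tested compounds plus 3 SD, set per screening campaign, cut at about 17% in these data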;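 further: 0% = plate median of test compound wells and 100% = 1 µM Z-Phe-Ala-diazomethylketone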
LYPLA2 counter – LYPLA2 inhibitors, primary screen, counter-screen for PME1 inhibitor project, biochemical, fluorescence polarization, FP-Rh probe ABPP. Acyl-protein thioesterase 2 (Homo sapiens), O95372. recombinant LYPLA2. inhibition, % at 5.9 µM. 320,000 tested, 0.38% active. AID 2177, 2009;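 active means inhibition above the screen-wide mean plus 3 SD, limit set per campaign, cut at about 26% in these data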;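 further: 0% = LYPLA2 with DMSO and 100% = wells lacking LYPLA2 enzyme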
Target sequence (O95372 whole entry, looked up): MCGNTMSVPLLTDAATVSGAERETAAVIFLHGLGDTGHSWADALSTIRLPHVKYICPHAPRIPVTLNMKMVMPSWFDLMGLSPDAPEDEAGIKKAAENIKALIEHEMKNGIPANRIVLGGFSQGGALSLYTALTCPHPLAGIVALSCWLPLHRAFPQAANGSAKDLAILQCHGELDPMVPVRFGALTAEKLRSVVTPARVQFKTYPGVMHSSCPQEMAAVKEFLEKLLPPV
TPT1 inh – Candida albicans TPT1 enzyme inhibitors, primary screen, biochemical, fluorescence polarization; recombinant caTPT1, FP RNA substrate dephosphorylation; inhibition, % at 5 µM; 300,000 tested, 0.81% active; AID 1962, 2009;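 active means inhibition above the mean of all tested compounds plus 3 SD, set per screening campaign, cut at about 24% in these data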;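 further: plate controls were DMSO alone for no effect and ferristatin control at 100 nM for full effect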
Numbers without * were called inactive; ? = inconclusive; . = not tested or not shown. Some of the compounds tested; count on the stated rates, not on these rows.

Results follow in this order: PP1 counter	Efflux pump inh	PP5 inh	HCV core dimer	GASC-1 inh	PREPL inhibitor	CTSL1 counter	LYPLA2 counter	TPT1 inh
Cc1cc(C)c(NC(=O)CN2C(=O)NC(CCc3ccccc3)C2=O)c(C)c1 (configuration not stated)
 : 1	0.0	1.2	-4	-9	13	-1	-5	-4
CN(C)c1ccc(CNc2ccc3c(c2)ncn3C(C)(C)C)cc1
 : 0	-0.1	1.3	11	-3	43*	5	-1	0
CCOP(=O)(c1ccc(N(C)C)cc1)C(O)c1cccnc1 (configuration not stated)
 : 3	0.0	-0.5	-1	1	6	0	4	0
CCCCCNC(=O)C1CC(=O)OC12CCCCC2 (configuration not stated)
 : -2	-0.4	2.1	-9	9	14	-1	2	-1
CN(CC(=O)Nc1ccc(Cl)c(C(F)(F)F)c1)C(=O)CC1Sc2ccccc2NC1=O (configuration not stated)
 : 5	0.1	3.8	-12	61	-20	3	2	-1
O=C(Nc1ncccc1Cl)C(Sc1ccccc1)c1ccccc1 (configuration not stated)
 : 4	-0.1	1.7	1	89	-5	1	11	-3
CC(/C=C/c1ccco1)=N/NC(=O)OC(C)(C)C
 : 0	-0.2	1.5	0	3	-2	-4	-1	-1
O=C(Nc1nnc(C2CC2)s1)c1ccccn1
 : 3	-4.2	1.7	7	-10	2	-1	9	3
CC(=O)Nc1c(C(=O)O)[nH]c2ccccc12
 : -1	0.0	2.1	2	6	1	-1	-6	2
COc1ccc(Cl)cc1C(=O)N/N=C/c1ccc(N2CCOCC2)cc1
 : -4	-0.1	-1.0	-85	11	3	3	-4	7
C=C(C)Cn1cnc2cc(C)c(C)cc21
 : 0	0.1	0.9	-2	-15	7	-2	4	-1
Cc1cccc(NC(=O)C2CCCN2C(=O)NC2CCCCC2)c1 (configuration not stated)
 : -1	-0.1	-0.7	-5	3	10	3	5	0
O=C(COc1ccc([N+](=O)[O-])cc1)NCc1ccccc1
 : 0	0.0	0.9	-5	-6	-9	0	-5	-1
CCOC(=O)C(NC(C)=O)C(O)c1ccc([N+](=O)[O-])cc1 (configuration not stated)
 : -2	0.0	0.3	-4	-8	3	-5	6	1
Cc1ccc2[nH]c(=O)c(-c3nc4cc(C)ccn4c3NCc3ccco3)cc2c1
 : 18*	0.1	1.1	6	-3	21	2	4	4
CC1C(=O)N2CCCc3cc(NS(=O)(=O)c4ccccc4)cc1c32 (configuration not stated)
 : -5	0.1	-0.5	4	-7	10	0	-2	-1
c1ccc2c(c1)Cc1ccccc1O2
 : -2	-0.1	0.7	10	.	5	9	-3	-1
Cc1ccc(Cn2c(SCC(C)C)nc3c2c(=O)n(C)c(=O)n3C)cc1
 : 2	0.0	2.2	4	-9	0	2	1	1
CCn1c(C)nc2cc(C(=O)NNS(=O)(=O)c3c(C)c(C)cc(C)c3C)ccc21
 : 0	-0.1	-1.2	3	6	-16	0	-3	-4
CC(=O)C1CCC2C3CCC4=CC(=O)CC[C@]4(C)[C@@]3(F)C(O)C[C@]12C (some centres not stated)
 : 1	0.0	0.2	-3	1	2	1	1	-4
CC(O)/C=C/c1cccc[n+]1C (configuration not stated)
 : 0	0.7	3.5	-6	-7	6	-2	8	-3
Cc1nn(-c2ccccc2)c(Cl)c1/C=N/NC(=O)c1ccc(NS(=O)(=O)c2cccs2)cc1
 : -3	-0.1	2.5	16	11	9	6	-7	-2
O=Cc1cn(CCC(=O)O)nc1-c1cccc(Br)c1
 : -6	0.0	-0.3	1	-12	3	5	6	-1
Cc1cccc(C(=O)N2CCc3c([nH]c4ccccc34)C2CC(C)C)n1 (configuration not stated)
 : -1	0.1	4.3	4	6	-1	-3	2	-1
Cc1cc(C)c(S(=O)(=O)N2CCCOC2CNC(=O)C(=O)NCc2ccco2)c(C)c1 (configuration not stated)
 : 1	0.2	2.2	-3	2	5	-2	8	1
Cc1c(C)[n+](=O)c(-c2cccs2)c(C)n1[O-]
 : -8	-0.1	4.0	-1	14	3	4	9	-8
C=CCNC(=O)COC(=O)c1ccc(Sc2nncn2C)c([N+](=O)[O-])c1
 : 1	0.0	-1.2	-5	-7	2	-5	1	-4
CC(=O)NS(=O)(=O)c1ccc(N=NN2CCOCC2)cc1
 : -1	0.1	-1.1	-5	-5	-1	-1	0	-1
COc1cccc(NC(=O)c2cc3ccccc3cc2OC)c1
 : -1	0.1	4.0	-1	4	2	2	5	2
COc1ccc(OC)c(C2C3=C(N=c4s/c(=C\c5cccc(O)c5)c(=O)n42)c2ccccc2CC3)c1 (configuration not stated)
 : 1	0.0	1.6	27	-4	5	0	-72	14
CCc1noc(C)c1C(=O)NCCN1C(=O)S/C(=C\c2ccc(OC)cc2)C1=O
 : -2	-0.1	-0.9	-1	5	15	11	5	-1
CC(=O)NC12CC3CC(C1)CC(C(=O)Nc1nc4c(C)cccc4s1)(C3)C2
 : -2	-1.2	2.4	-11	21	28	-4	1	-3
O=C(COC(=O)C1=COCCO1)Nc1ccc(F)cc1
 : -2	0.1	-2.3	-3	-13	17	-3	3	0
NC(Cc1c[nH]c2ccccc12)C(=O)Nc1ccccc1 (configuration not stated)
 : -10	-0.1	2.1	-1	-3	-3	-3	3	-5
O=C(Nc1cccnc1)c1cccc(S(=O)(=O)Nc2cccc(Cl)c2)c1
 : -1	0.0	1.4	.	-1	-4	.	0	.
Cc1ccc(NC(=O)NCCN2CCN(c3ccccc3)CC2)cc1Cl
 : 4	-0.1	3.8	-3	-24	28	2	-1	0
COC(=O)CC1Nc2ccccc2SC1=O (configuration not stated)
 : -1	0.0	-1.7	-8	0	13	-1	-3	0
COc1ccc(C)cc1NC(=O)C(Sc1ccccc1)c1ccccc1 (configuration not stated)
 : 1	-0.5	1.2	-3	9	8	3	-2	-1
O=C1C(=O)c2c(C(=O)c3ccccc3)coc2-c2ccccc21
 : -1	-0.1	5.4	-10	-10	33	-4	18	0
FC(F)(F)c1cccc(-n2cccc2/C=N/n2cnnc2)c1
 : -4	-0.1	-1.9	1	-15	-6	-1	0	-1
Cc1cccc(NC(=O)CN(C)S(=O)(=O)c2cnc[nH]2)c1
 : -1	0.0	1.4	-2	-2	-3	0	7	-4
Cc1ccc(NC(=O)c2cc(CC(C)C)nc3ccccc23)cc1
 : -1	0.0	0.4	6	1	-5	-23	10	-2
c1ccc(CNc2ncnc3scc(-c4cccs4)c23)nc1
 : 0	0.2	3.0	-1	2	-18	-1	1	1
COc1cc(NC(=S)N2CCN(C(=O)c3ccco3)CC2)c(OC)cc1Cl
 : -2	0.0	-1.5	2	5	7	-1	1	-5
COc1ccc2[nH]c3nc(SC(C)C)nnc3c2c1
 : 0	0.0	1.1	-1	7	2	-1	1	-6
O=C(CCCCCN1C(=O)C2C3C=CC(C3)C2C1=O)Nc1nccs1 (configuration not stated)
 : -1	-0.1	-1.0	-5	-1	-8	-3	-1	-5
Cc1ccc(Sc2ncccc2C(=O)O)cc1C
 : -2	0.4	-1.4	-4	-5	0	1	1	-1
COCCn1c(SCC(=O)Nc2cccc(C)n2)nnc1-c1ccco1
 : 2	-0.2	-0.5	-4	-4	12	-1	6	-7
Cc1cccc(C(=O)N/N=C/c2ccc(OC3CSC3)cc2)c1
 : 0	0.0	3.8	4	-3	3	0	11	0
CCCC(C)NC(=O)C1CCN(S(=O)(=O)c2ccccc2)CC1 (configuration not stated)
 : -2	0.1	0.8	0	-12	9	-2	3	2
Cc1sc(NC(=S)NC(=O)C2CCCCC2)c(C(N)=O)c1C
 : -1	-0.2	0.4	-1	-1	2	0	0	5
O=C(CC1C(=O)OCC2CCCCN21)Nc1ccccc1C(F)(F)F (configuration not stated)
 : -1	-0.1	0.8	-3	-12	-6	6	5	-6
O=C(Nc1ccccc1)Nc1c(F)cccc1F
 : -1	0.0	2.7	0	-33	-6	3	0	1
COc1ccc(CCN2CC(C(=O)N(C)Cc3cccnc3)CC2=O)cc1OC (configuration not stated)
 : -3	0.1	0.5	.	-1	2	.	2	.
COc1cccc(/C=N/NC(=O)c2ccc3nc[nH]c3c2)c1O
 : 2	0.3	1.0	-3	1	-11	-1	3	-3
O=C(Nc1cccc(OCC(=O)N2CCOCC2)c1)C1CCCCC1
 : -1	0.0	-0.6	0	?	3	2	2	-2
CN1CCCC(OC(=O)c2cccc(Cl)c2)C1 (configuration not stated)
 : -2	-0.2	0.2	-5	16	3	-3	1	0
COC(=O)COc1ccc2c(=O)c(Oc3ccccc3Br)coc2c1
 : -5	-0.2	0.4	0	2	-6	0	-7	2
NS(=O)(=O)c1cccc(NC(=O)CSc2nc3nc(-c4cccs4)cc(C(F)(F)F)c3c(=O)[nH]2)c1
 : 27*	-0.2	3.8	18	-6	2	3	-14	-3
Cc1ccc(S(=O)(=O)N(Cc2ccccc2)C(C)C)cc1
 : 3	0.0	0.8	4	2	3	3	-1	2

Going on with the list:
Results follow in this order: PP1 counter	Efflux pump inh	PP5 inh	HCV core dimer	GASC-1 inh	PREPL inhibitor	CTSL1 counter	LYPLA2 counter	TPT1 inh
CN(C)c1ccc(/C=N/NC(=O)CCc2c[nH]c3ccccc23)cc1
 : -3	0.0	1.8	-10	.	27	4	4	1
CN(C(=O)CSc1nc2c(cnn2-c2ccccc2)c(=O)[nH]1)C1CCS(=O)(=O)C1 (configuration not stated)
 : -3	0.1	0.2	0	-2	-1	-4	-2	0
O=C(CN1C(=O)NC(Cc2c[nH]c3ccccc23)C1=O)NCCc1ccc(F)cc1 (configuration not stated)
 : 0	-3.4	0.5	0	30	4	-3	-3	-1
C=CCN(c1ccccc1)S(=O)(=O)c1ccc2[nH]cc(C(=O)NCCOC)c(=O)c2c1
 : -1	-0.1	-0.9	12	3	-6	-2	-5	1
Cc1ccccc1C(=O)N1CCC(C(=O)N2CCN(c3ncccn3)CC2)CC1
 : -4	0.2	0.6	.	12	4	.	1	.
OCCC#Cc1ccc(CN2CCN(Cc3ccsc3)C(CCO)C2)cc1 (configuration not stated)
 : -2	0.0	1.2	-3	0	-2	3	-5	1
CN(c1ccccc1)S(=O)(=O)c1cccc(Cl)c1Cl
 : 1	-0.1	-0.7	-1	7	-7	0	2	-1
CCc1nnc(NC(=O)c2nn(-c3ccccc3)nc2C)s1
 : -2	0.0	-2.4	3	19	0	2	-4	-3
Nc1nc2nc(SCC(=O)N3CCCc4ccccc43)[nH]c2c(=O)[nH]1
 : 15*	0.0	-0.7	-4	0	6	1	-8	-1
Clc1ccc2c(c1)Nc1ccccc1CC2
 : 2	-0.1	-0.3	-11	7	16	1	-1	1
